Screening results as filed in PubChem.
LEDGF integ inh – blocks HIV-1 LEDGF/p75-dependent DNA integration | TR-FRET IN-LEDGF/p75 DNA integration, Eu/Cy5 | inhibition, % at 3.7 µM | 0.64% of 370,000 active;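 active means inhibition above the screen-wide mean plus 3 SD, cut at about 13% in these data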;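 further: signal is the Cy5 over europium emission ratio at 671 and 618 nm; 0% = plate median of compound wells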
TDP2 absorb – TDP2 (human) inhibition, absorbance primary screen; recombinant TDP2, T5PNP hydrolysis, p-nitrophenol absorbance 415 nm; inhibition, % at 12.8 µM; 0.34% of 370,000 active;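 active means inhibition above the mean of all tested compounds plus 3 SD, set per campaign, cut at about 25% in these data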;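 further: 0% = DMSO with enzyme and 100% = buffer with substrate but no TDP2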
Target sequence (O95551 whole entry, looked up): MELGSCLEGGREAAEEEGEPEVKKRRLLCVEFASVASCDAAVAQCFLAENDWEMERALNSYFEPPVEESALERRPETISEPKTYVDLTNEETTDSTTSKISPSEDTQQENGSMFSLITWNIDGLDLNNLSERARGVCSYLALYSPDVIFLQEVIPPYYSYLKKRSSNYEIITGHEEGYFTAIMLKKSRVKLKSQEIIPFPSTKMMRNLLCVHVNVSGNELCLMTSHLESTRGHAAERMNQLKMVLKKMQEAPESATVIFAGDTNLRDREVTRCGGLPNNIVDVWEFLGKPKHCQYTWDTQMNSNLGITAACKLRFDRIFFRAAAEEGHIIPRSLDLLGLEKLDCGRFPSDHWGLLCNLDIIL
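Evaluation: % inhibition relative to enzyme-containing and enzyme-free wells. Material: recombinant human TDP2. Benchmarks: enzyme-free and DMSO wells. Timing: enzyme reaction with compound for 2 h at 37 °C. Compound dosing: 12.8 µM only. Measured by: p-Nitrophenol epi absorbance. Reagent: T5PNP substrate at 5 mM, a TopII-DNA adduct mimic. Replication: single well per compound.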
SIAE primary – inhibitors of human sialic acid acetylesterase SIAE. AID 1053197. SIAE FP-Rh probe binding, fluorescence polarization. Q9HAT2. inhibition, % at 9.66 µM. 0.69% of 370,000 active;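 active means inhibition above a cutoff: mean of compounds within the control limits plus 3 SD of those, cut at about 17% in these data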;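 further: 0% = plate median of compound wells and 100% = probe without SIAE protein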
Target sequence (Q9HAT2 whole entry, looked up): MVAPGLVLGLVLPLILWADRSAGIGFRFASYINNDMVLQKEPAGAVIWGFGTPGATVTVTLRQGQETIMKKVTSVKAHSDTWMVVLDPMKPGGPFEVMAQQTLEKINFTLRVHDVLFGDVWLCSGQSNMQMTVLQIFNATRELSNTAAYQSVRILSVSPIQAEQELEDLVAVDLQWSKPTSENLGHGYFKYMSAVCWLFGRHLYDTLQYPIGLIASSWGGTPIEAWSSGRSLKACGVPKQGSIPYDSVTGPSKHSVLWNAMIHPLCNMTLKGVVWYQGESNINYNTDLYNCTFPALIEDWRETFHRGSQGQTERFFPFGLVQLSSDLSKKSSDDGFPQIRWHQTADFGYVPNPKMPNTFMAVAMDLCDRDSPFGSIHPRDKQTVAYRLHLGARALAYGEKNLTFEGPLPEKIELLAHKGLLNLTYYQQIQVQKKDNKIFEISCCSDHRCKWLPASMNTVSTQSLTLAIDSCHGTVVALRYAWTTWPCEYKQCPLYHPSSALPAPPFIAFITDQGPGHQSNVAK
GC-B act – GC-B (human) receptor activation | P20594 | HEK293-GC-B cells, CNP EC30, cGMP TR-FRET; 0% at EC30 CNP, 100% saturating CNP | activation, % at 10 µM | 0.11% of 370,000 active;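 active means activation at 10 µM reaching about 35% in either raw or pattern-adjusted values, limit read from the data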
MBD2 DNA inh – blocks human MBD2 binding to methylated DNA. inhibition, % at 4.4 µM. AID 686964. 0.31% of 370,000 active. TR-FRET, MBD2 binding to methylated oligonucleotide. Q9UBB5; in the data active means inhibition above about 13%
rCAG RNA binder – molecules binding r(CAG) RNA repeats. r(CAG) RNA repeat, TO-PRO-1 dye displacement fluorescence. inhibition, % at 3 µM. 1.3% of 370,000 active;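 active means inhibition above the plate cutoff, the mean of all test compounds on that plate plus 3 SD, cut at about 35% in these data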;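 further: 0% = DMSO alone and 100% = 100 µM mitoxantrone as full dye displacement; higher means more dye released from RNA so lower well fluorescence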
PRMT1 FP inh – inhibitors of human PRMT1; 1.3% of 370,000 active; Q99873; inhibition, % at 2.79 µM; recombinant PRMT1, activity-based probe fluorescence polarization;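 active means inhibition above about 21% made by adding two undisclosed values, limit read from the data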
TCR CD3 inh – human TCR-CD3 binding inhibition; TAMRA-labeled TCR probe fluorescence, biochemical; inhibition, % at 9.4 µM; 0.37% of 360,000 active; in the data active means inhibition above about 19%;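 further: recombinant mutant TCR 2C K166C tagged with TAMRA read by polarization; 0% = receptor in buffer alone and 100% = receptor with positive control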
ABHD4 inh – inhibits mouse alpha/beta hydrolase domain 4; inhibition, % at 8.92 µM; 0.54% of 370,000 active; purified mABHD4, FP-Rh probe fluorescence polarization; AID 720543; Q8VD66;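 active means inhibition exceeding the mean over every tested compound plus 3 SD, cut at about 30% in these data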;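 further: 0% = plate median of compound wells and 100% = S159A mutant with DMSO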
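System: mouse ABHD4 enzyme, wild type / Medium: HEPES pH 7.0, NaCl, Pluronic buffer / Reagent: FP-Rh activity-based fluorescent probe / Control set: S159A mutant high control, sample median low control / Detection: fluorescence polarization with parallel and perpendicular emission, 525/598 nm / Schedule: 45 min + 60 min at 25 °C / Compound dosing: 8.92 µM, single dose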
HTRA1 inh – inhibitors of human serine peptidase HTRA1 | recombinant HTRA1, FP-rhodamine activity-based probe, fluorescence polarization | inhibition, % at 5.96 µM | Q92743 | 0.5% of 340,000 active | AID 504803; in the data active means inhibition above about 36%;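 further: 0% = enzyme with DMSO and 100% = wells lacking enzyme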
Active calls of the source: *; . = not tested or not shown. Not all compounds are listed; rates above refer to the full screens.

| SMILES | LEDGF integ inh | TDP2 absorb | SIAE primary | GC-B act | MBD2 DNA inh | rCAG RNA binder | PRMT1 FP inh | TCR CD3 inh | ABHD4 inh | HTRA1 inh |
| --- | --- | --- | --- | --- | --- | --- | --- | --- | --- | --- |
| Cc1nn(-c2ccccc2)c2nc(C(F)(F)F)[nH]c(=O)c12 | 0 | -1 | 0 | -3 | -2 | 2 | 3 | -12 | -8 | 0 |
| CCOC(=O)c1ccc(Nc2ncccc2[N+](=O)[O-])cc1 | 0 | -5 | -2 | -1 | -2 | -1 | 7 | -6 | -5 | -7 |
| COc1ccc(-c2coc3cc(OC4OC(CO)C(O)C(O)C4O)cc(O)c3c2=O)cc1 (stereo unspecified) | -7 | -6 | 1 | -5 | 6 | 7 | 9 | -3 | -14 | -2 |
| Cc1ccc(SCCNC(=S)Nc2ccc(C)cc2C)cc1 | -2 | -1 | 2 | 6 | 0 | 6 | 1 | 6 | -8 | -6 |
| O=C(Nc1cccnc1)c1cc(-c2cccnc2)nc2ccc(Br)cc12 | 1 | -17 | -16 | -2 | 7 | 0 | 1 | -3 | -4 | 13 |
| Cc1cc(NC(=O)CSc2nc3ccccc3c(=O)n2C(C)c2ccccc2)no1 (stereo unspecified) | 2 | 4 | -11 | 3 | -3 | 0 | 6 | 0 | -3 | -18 |
| Cc1cc(NS(=O)(=O)c2ccc(NC(=O)C(CC(C)C)N3C(=O)c4ccccc4C3=O)cc2)nc(C)n1 (stereo unspecified) | 2 | 4 | -8 | 1 | 4 | 30 | 1 | 7 | -3 | -6 |
| CCOc1ccccc1/C=N/NC(=O)c1ccc(Cn2cc([N+](=O)[O-])cn2)o1 | -3 | 4 | -3 | -9 | -2 | 1 | 1 | 5 | -3 | -10 |
| C=C(C1=CCN(S(=O)C(C)(C)C)[C@@H]1CCO)c1ccccc1 (stereo partly specified) | 5 | 6 | 7 | 3 | 0 | 5 | -1 | -4 | -1 | 8 |
| COc1cc2c3c(c1)/C(=C1/SC(NC(C)=O)=NC1=O)C(=O)N3C(C)(C)C=C2C | 0 | 1 | 25* | -5 | 1 | 14 | 5 | 1 | 38* | 9 |
| Cc1cc(OCC(=O)NCC(O)c2ccccc2)c2c(C)c(C)c(=O)oc2c1 (stereo unspecified) | -1 | -5 | -3 | -11 | 2 | 0 | 1 | 3 | -3 | -3 |
| CCc1nn(C)c(-c2n[nH]c(=S)n2N)c1Cl | 2 | -3 | 0 | 3 | 6 | 1 | 14 | -3 | -13 | 4 |
| COc1cc(OC)c(OC)cc1CN1CCN(Cc2cccc(F)c2)CC1 | -3 | -9 | 0 | 4 | -2 | -4 | -7 | 2 | 3 | -3 |
| NC(=O)C1CCN(c2nc(-c3ccccc3)nc3c2oc2ccccc23)CC1 | -1 | 4 | -8 | -13 | 4 | 0 | 0 | -3 | -3 | -1 |
| Cc1cc(Oc2ccc(C#N)cc2)nc(NCc2ccccc2)n1 | 0 | 7 | 4 | -1 | -3 | 0 | -2 | 2 | 7 | -9 |
| Cc1ccc(C(=O)NC2CCCCN(Cc3ccc(Cl)cc3)C2=O)c(C)c1 (stereo unspecified) | -1 | 6 | 4 | -3 | -7 | 0 | 1 | . | 0 | . |
| O=C(Nc1ccc(Nc2ccccc2)cc1)c1cc([N+](=O)[O-])ccc1Cl | -5 | -16 | 24* | -1 | -1 | 9 | -3 | 2 | 2 | 22 |
| CC(=O)c1c(C)[nH]c(C(=O)OCC(=O)Nc2ccc3[nH]c(=O)[nH]c3c2)c1C | 4 | 2 | 9 | -1 | -2 | 3 | -4 | -4 | 6 | 6 |
| Cc1c(NC(=O)C2CCN(S(=O)(=O)c3ccc(Cl)cc3)CC2)c(=O)n(-c2ccccc2)n1C | 4 | -3 | -5 | -3 | 5 | -5 | -4 | 2 | 3 | 4 |
| O=C(Nc1cc(N2CCOCC2)ncn1)NC1(C(F)(F)F)Oc2ccccc2O1 | -5 | -9 | 3 | 0 | 4 | 0 | 18 | -10 | 8 | 7 |
| COc1ccc(C2CC=C(C(C)=O)CN2S(=O)(=O)c2ccc(C)cc2)cc1 (stereo unspecified) | 5 | -12 | 2 | -3 | -6 | 4 | 0 | -1 | 1 | . |
| CCOC(=O)C1=C(C)NC(C)=C(C(=O)OCC)C1c1cccs1 | 4 | -13 | -3 | -7 | 2 | -8 | 0 | -8 | -11 | -7 |
| c1ccc2c(CSc3ncnc4nc[nH]c34)cccc2c1 | 1 | 7 | -7 | -4 | -2 | 3 | 1 | 4 | -4 | -11 |
| O=c1[nH]cnc2cc(-c3ccc(Br)cc3)sc12 | 2 | 6 | -40 | -5 | -3 | 3 | 2 | 1 | -8 | -12 |
| CCOC(=O)Cc1csc(NC(=O)CSc2nncn2C)n1 | 0 | 3 | -6 | 4 | 0 | 1 | 0 | 1 | -2 | 1 |
| Cc1nnc(SCC(=O)N(CC(C)C)C2CCS(=O)(=O)C2)s1 (stereo unspecified) | -4 | -17 | 3 | 0 | 6 | -3 | 6 | -9 | -12 | -1 |
| CCN(CC)C(=O)c1ccccc1NS(=O)(=O)c1ccc(C)cc1 | 2 | 2 | -5 | 2 | -5 | 2 | -1 | 7 | 6 | -1 |
| C[C@H](CO)N1C[C@H](C)[C@@H](CN(C)S(=O)(=O)c2ccccc2)Oc2ccc(NC(=O)Nc3ccc4c(c3)OCO4)cc2C1=O | -1 | 12 | 19* | -2 | -1 | 8 | 0 | 8 | 5 | 8 |
| O=C(c1ccc(S(=O)(=O)N2CCc3ccccc3C2)cc1)N1CCCCC1 | 2 | 14 | 0 | 2 | 3 | -5 | -4 | 3 | -5 | -6 |
| C=CCn1c(C(CC)CC(C)(C)O)n[nH]c1=S (stereo unspecified) | -1 | 5 | -6 | 1 | 4 | 0 | -4 | 1 | -6 | -6 |
| Cn1cnnc1SCc1nc(N)nc(Nc2ccccc2)n1 | 2 | -4 | 9 | -7 | -7 | 2 | -5 | 7 | 6 | 5 |
| CCOC(=O)Cc1csc(NC(=O)CN(C)S(=O)(=O)c2cccc3cccnc23)n1 | 3 | 7 | -8 | -6 | 4 | 2 | -3 | 2 | 3 | -2 |
| COC(=O)[C@@]12C[C@@H](CC(=O)N3CCN(C(=O)c4ccco4)CC3)C(=O)N(Cc3ccccc3)C1=CCC(C)(C)C2 | 2 | 10 | 0 | -2 | 0 | 1 | -1 | -5 | -1 | . |
| COc1ccccc1CNC(=O)COC(=O)c1cccc(S(=O)(=O)N2CCOCC2)c1 | -2 | 10 | 1 | 1 | 2 | -6 | -2 | -3 | 2 | -4 |
| c1ccc2c(CN3CCOCC3)csc2c1 | 0 | 5 | -1 | 1 | 2 | 0 | 1 | -3 | -1 | 4 |
| O=C(Nc1ccc(O)cc1)c1cccc(Oc2ccc([N+](=O)[O-])cc2)c1 | 1 | -17 | 1 | 3 | 2 | -1 | -4 | -1 | -5 | -3 |
| COc1cc(NC(=O)c2ccccc2-n2cnnn2)cc(OC)c1 | -7 | -5 | 5 | 2 | 0 | 2 | 5 | -4 | 2 | -5 |
| C=CCn1c(SCC)nc2sc3c(c2c1=O)CCc1ccccc1-3 | 1 | -4 | -2 | -4 | -2 | 8 | 2 | -5 | 3 | -12 |
| CCOc1ccc2nc(NS(=O)(=O)c3ccc4c(c3)n(C)c(=O)n4C)sc2c1 | -1 | 1 | 4 | -7 | 4 | 44* | 1 | 4 | 14 | -2 |
| Cc1ccc(NS(=O)(=O)c2cccc(C(=O)NNC(=O)c3cccn3C)c2)c(C)c1 | 3 | 9 | 6 | 0 | -4 | 6 | -4 | 4 | -6 | 1 |

Complete entries from above. Values in the order: LEDGF integ inh	TDP2 absorb	SIAE primary	GC-B act	MBD2 DNA inh	rCAG RNA binder	PRMT1 FP inh	TCR CD3 inh	ABHD4 inh	HTRA1 inh
`Cc1nnc(SCC(=O)N(CC(C)C)C2CCS(=O)(=O)C2)s1` (stereo unspecified) across the screens: -4	-17	3	0	6	-3	6	-9	-12	-1
`COc1ccc(C2CC=C(C(C)=O)CN2S(=O)(=O)c2ccc(C)cc2)cc1` (stereo unspecified) across the screens: 5	-12	2	-3	-6	4	0	-1	1	.

(continued)
| SMILES | LEDGF integ inh | TDP2 absorb | SIAE primary | GC-B act | MBD2 DNA inh | rCAG RNA binder | PRMT1 FP inh | TCR CD3 inh | ABHD4 inh | HTRA1 inh |
| --- | --- | --- | --- | --- | --- | --- | --- | --- | --- | --- |
| Cc1cc(-n2c(C)cc(C(=O)CSc3nnnn3-c3ccccc3)c2C)no1 | 0 | 0 | -10 | 0 | 0 | 1 | 4 | 7 | -6 | -36 |
| O=C(c1ccc(F)cc1F)N1CCCc2ccccc21 | -4 | -7 | 1 | 3 | 0 | -4 | 0 | 1 | 6 | 7 |
| O=C(COC(=O)/C=C/c1ccco1)NCc1ccc(Cl)cc1Cl | -2 | 2 | 0 | 1 | -1 | 2 | 3 | -5 | -1 | -11 |
| COc1ccc(CC(=S)N2CCOCC2)cc1F | 0 | -9 | 2 | 1 | 2 | -1 | 0 | 1 | 4 | 5 |
| O=C(Cc1ccccc1)Nc1ccccc1N1CCN(c2ccccc2)CC1 | -1 | -6 | 2 | -2 | -4 | -8 | 1 | 6 | -1 | -20 |
| Cn1c(=O)c2ncn(CC(=O)NC3CCCCCC3)c2n(C)c1=O | 0 | -25 | -3 | -1 | -4 | 1 | 0 | -4 | -3 | -1 |
| O=[N+]([O-])c1ccc(-c2nn(-c3ccccc3)cc2/C=N/n2c(-c3cccs3)n[nH]c2=S)cc1 | 5 | 1 | 4 | -5 | 2 | 5 | -1 | 5 | 6 | -4 |
| Oc1ccc(C23CCCC2C2(CCCC2)c2ccc(O)cc2O3)c(O)c1 (stereo unspecified) | 1 | 4 | 0 | -3 | 2 | 6 | 0 | 7 | -29 | 1 |
| O=C(COc1ccccc1)Nc1ccc(Cl)c(-c2nc3ncccc3o2)c1 | -1 | 4 | -4 | -3 | 2 | 0 | 1 | 2 | 3 | 0 |
| Cc1ccc(C(=O)OCC(=O)NCCc2ccc(F)cc2)cc1S(=O)(=O)N1CCOCC1 | -1 | 0 | -4 | 0 | -3 | 3 | 0 | 8 | 0 | 5 |
| COc1ccc(C)cc1NC(=O)C(NCC1CCCO1)c1ccccc1 (stereo unspecified) | 1 | -7 | 5 | 3 | -2 | -4 | -5 | 11 | 5 | -3 |
| CC1Cc2ccccc2N1C(=O)CSc1ccccn1 (stereo unspecified) | -6 | -1 | 1 | -2 | 4 | -1 | 1 | -6 | -3 | -2 |
| CC(C)Cc1nnc(NC(=O)CCC(=O)N2CCN(c3ccc([N+](=O)[O-])cc3)CC2)s1 | -1 | -3 | 3 | -5 | -4 | -3 | 1 | 2 | -1 | -9 |
| NN=C(NN=Cc1ccccc1)c1ccccc1 | 2 | -1 | -3 | 1 | -5 | 1 | -2 | 5 | -3 | 4 |
| CCc1nc2c(sc3nc4c(cc32)COC(C)(C)C4)c(=O)n1CCN(CC)CC | 4 | 6 | 8 | 0 | 1 | -6 | -4 | 6 | 1 | 7 |
| COc1ccc2nc(NC(=O)C3CCN(C(=O)c4ccc(F)cc4)CC3)sc2c1 | -1 | -8 | -6 | -9 | 2 | 0 | 3 | -3 | -2 | -16 |
| CCCc1ccc(C(O)c2ncc(-c3cccc(C)c3)[nH]2)cc1 (stereo unspecified) | -5 | -2 | 0 | 4 | -2 | 5 | -4 | 2 | -5 | . |
